CHX counter: Cycloheximide Counterscreen for Small Molecule Inhibitors of Shiga Toxin; cell reporter, cycloheximide protein synthesis inhibition counterscreen; max response, %; hit rate 12% among 300,000; AID 2314, 2010; in the data active means max response mostly above about 13%, no sharp cut-off; inactive means mostly below about 14%; further: read at 38.3 µM for the half of the compounds with a filed dose; 0% is about no effect
LmPK inhibitor: qHTS Assay for Inhibitors of Leishmania Mexicana Pyruvate Kinase (LmPK). Potency, µM (titrated, usually from 57.5 µM), inactives show at the highest dose activity change, negative = inhibition, usual class: inhibitors. hit rate 0.37% among 290,000. purified LmPK, Kinase-Glo ATP luminescence, 1 h. Q27686; further: potency means the concentration at half of the fitted maximal effect; on the % scale 0 is the no-effect control and ±100 the full control effect
Target sequence (Q27686 whole entry, looked up): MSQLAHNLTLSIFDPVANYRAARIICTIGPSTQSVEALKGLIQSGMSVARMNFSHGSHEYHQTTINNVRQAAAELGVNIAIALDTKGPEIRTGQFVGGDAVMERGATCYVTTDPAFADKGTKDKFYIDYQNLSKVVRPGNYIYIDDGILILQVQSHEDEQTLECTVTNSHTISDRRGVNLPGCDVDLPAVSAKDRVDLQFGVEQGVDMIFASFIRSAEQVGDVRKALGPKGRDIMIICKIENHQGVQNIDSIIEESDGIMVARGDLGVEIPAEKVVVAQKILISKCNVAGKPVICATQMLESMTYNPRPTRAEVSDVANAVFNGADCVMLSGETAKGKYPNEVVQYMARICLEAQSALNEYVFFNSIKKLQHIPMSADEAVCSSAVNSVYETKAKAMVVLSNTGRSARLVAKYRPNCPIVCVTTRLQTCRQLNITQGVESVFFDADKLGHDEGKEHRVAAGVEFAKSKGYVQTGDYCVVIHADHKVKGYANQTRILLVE
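Pyruvate kinase activity monitored as ATP production (luciferase luminescence). Conditions: 0.1 nM enzyme, 0.5 mM PEP, 0.1 mM ADP, 1 h, RT; normalized against uninhibited and no-enzyme wells.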
Pf growth 48h: Primary qHTS for delayed death inhibitors of the malarial parasite plastid, 48 hour incubation | AID 504832, 2011 | Potency, µM (top dose mostly 28.7 µM), without a hit: at the highest dose activity change, negative = inhibition, usual class: inhibitors | P. falciparum luciferase growth in erythrocytes, 48 h | hit rate 5.9% among 310,000; further: potency means the concentration at half of the fitted maximal effect; on the % scale 0 is the no-effect control and ±100 the full control effect
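Cell-based growth assay: transgenic P. falciparum expressing firefly luciferase, cultured in red cells within RPMI 1640 containing 0.5% w/v Albumax, 24 mM bicarbonate and gentamycin. A drop in luciferase activity indicates inhibition.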
HCV inhibitor: qHTS Assay for Inhibitors of Hepatitis C Virus (HCV). Huh7.5.1 HCVcc-Cre infection, luciferase reporter, 44 h. Potency, µM (series often up to 41.8 µM), inactives show at the highest dose activity change, negative = inhibition, hits mostly inhibitors. hit rate 3.4% among 340,000; further: potency means the concentration at half of the fitted maximal effect; on the % scale 0 is the no-effect control and ±100 the full control effect
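HCVcc-Cre virus at an moi near 0.5 was added right after compound to cells cultured 4 h from seeding (1,000 cells/well). Luciferase activity was determined 44 h later, 15 min after substrate addition at RT.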
Pf growth 96h: Primary qHTS for delayed death inhibitors of the malarial parasite plastid, 96 hour incubation; hit rate 6.9% among 320,000; P. falciparum luciferase reporter growth, 96 h; Potency, µM (titrated, usually from 28.7 µM), for inactives: top-dose activity change, negative = inhibition, actives largely listed as inhibitors; further: potency means the concentration at half of the fitted maximal effect; on the % scale 0 is the no-effect control and ±100 the full control effect
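Parasite growth measured via integrated firefly luciferase reporter in P. falciparum. Infected erythrocytes at 2% hematocrit, 0.05% parasitemia final were treated 96 hours at 37 C under 5% CO2, and luminescence was read.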
TbPYK inhibitor: qHTS of Trypanosoma Brucei Inhibitors; AID 624173, 2012; TbPYK enzyme, Kinase-Glo Plus ATP luminescence, 45 min; hit rate 0.12% among 410,000; pyruvate kinase (Trypanosoma brucei), Q57TT1; Potency, µM (series often up to 76.8 µM), for the others: top-dose activity, negative = inhibition, most hits filed as inhibitors; further: potency means the concentration at half of the fitted maximal effect; on the % scale 0 is the no-effect control and ±100 the full control effect; nearly all actives have a fitted effect of over 50% in size
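T. brucei PYK with substrate was exposed to pin-transferred compounds across a concentration series, then started with 130 uM ADP (final). After 45 min at room temperature, Kinase-Glo Plus luminescence was read, normalized and curve-fitted.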
Shiga inhibitor: A qHTS for Small Molecule Inhibitors of Shiga Toxin; AID 2315, 2010; inhibition, % at 38.7 µM; Vero cells, Shiga toxin protein synthesis inhibition reporter; hit rate 9.2% among 290,000; in the data active means inhibition mostly above about 28%, no sharp cut-off; inactive means mostly below about 43%; further: 0% is about no effect
The depositor's hits bear a star; u = inconclusive; x = no result given; & = joins results of further samples; [ ] = another dose, or the depositor's remark. Unless noted, the call rests on the fitted dose curve; in most records, active means well fitted curve in the direction sought with a large enough effect; inconclusive means small, poorly fitted or top-dose-only effect, or another doubt; inactive means no such curve, though single readings can be large; an effect the other way counts as inactive or inconclusive.

SMILES | CHX counter | LmPK inhibitor | Pf growth 48h | HCV inhibitor | Pf growth 96h | TbPYK inhibitor | Shiga inhibitor
CC12CN(NC(=O)c3ccccc3F)C3(C#N)CC1CCC23C (stereo unspecified) | -2.8 | 1.7% | -0.7%[5.75 µM] | 23.0% | u | 2.3% | -2.9
CC1CC1c1ccc(/C=C(\C#N)C(=O)Nc2ccc(Cl)cc2Cl)o1 (stereo unspecified) | 0.4 | 1.5% | 3.8% | u | -2.4% | -1.9% | -1.8
Cc1cc(=O)n2nc(N3CCCC3C(=O)NCCCN3CC(C)CC(C)C3)sc2n1 (stereo unspecified) | -3.5 | -9.7% | -7.1% | -22.6% | -31.2% | 3.7% | 16.3
CCCCN(C(=S)NC(=O)c1ccccc1)c1c(N)n(Cc2ccccc2)c(=O)[nH]c1=O | 1.9 | -5.8% | 8.8% | u | -18.8% | 0.5% | 15.2
COc1ccc(-c2cn3cccnc3n2)cc1NC(=O)Nc1cc(C)ccc1C | x | x | u | x | 11.7µM* | 4.0% | x
O=C(O)C1Sc2[nH]c(=O)sc2C2c3cc(Br)ccc3OC(=O)C12 (stereo unspecified) | 1.8 | -6.6% | 2.2% | -0.7% | 29.9% | -24.3% | 6.9
NC(=S)c1ccc(C(N)=S)o1 | -1.6 | -4.3% | -1.5% | 0.8% | 44.4%[activator] | -8.3% | 15.5
COc1ccc(C(=O)Nc2ccc(C(=O)OCC(=O)c3cccc4ccccc34)cc2)cc1 | 4.3 | -5.4% | u | -8.1% | 13.1µM* | -3.8% | -4.1
COc1ccccc1N1C(=S)N=C(Nc2c(C)cccc2C)C12CCCC2 | -1.9 | -1.4% | -33.6% | 7.6% | -24.2% | 1.6% | -0.5
COc1ccc(C(C)(C)C)cc1NC(=O)COC(=O)C(C)C | -0.6 | 3.1% | -0.4% | 4.4% | 31.5%[activator] | -2.5% | 14.5
O=S(=O)(c1ccc(Cl)cc1)N1CCCC(C(F)(F)F)C1 (stereo unspecified) | -2.7 | 3.3% | 2.6% | 16.5% | 50.2%[activator] | 4.0% | 1.7
O=C(CS(=O)(=O)c1ccccc1)c1cc2ccccc2oc1=O | 32.0* | -6.7% | 19.8% | -14.5% | 56.4%[activator] | -3.7% | 63.4*

Record cards (already shown). Order of screens: CHX counter | LmPK inhibitor | Pf growth 48h | HCV inhibitor | Pf growth 96h | TbPYK inhibitor | Shiga inhibitor
`COc1ccc(C(=O)Nc2ccc(C(=O)OCC(=O)c3cccc4ccccc34)cc2)cc1` as listed: 4.3 | -5.4% | u | -8.1% | 13.1µM* | -3.8% | -4.1
`CCCCN(C(=S)NC(=O)c1ccccc1)c1c(N)n(Cc2ccccc2)c(=O)[nH]c1=O` as listed: 1.9 | -5.8% | 8.8% | u | -18.8% | 0.5% | 15.2

(cont.)
SMILES | CHX counter | LmPK inhibitor | Pf growth 48h | HCV inhibitor | Pf growth 96h | TbPYK inhibitor | Shiga inhibitor
O=C(CCCc1nc2ccccc2s1)Nc1ccc(N2CCOCC2)cc1 | 10.2 | -6.5% | -4.7% | 5.4% | -15.3% | -4.6% | -1.1
O=C1CCc2cc(S(=O)(=O)Nc3ccc(F)cc3)cc3c2N1CC3 | x | x | 26.7% | -3.9% | -12.4% | 2.2% | x
Cc1ccc(C(=O)Nc2ccc(NC(=O)c3ccc(C)o3)cc2)o1 | 8.7 | 2.0% | -6.9% | 9.2% | 20.7% | -7.2% | 23.5
CCN(CC)C(=O)COc1coc(CN2CCN(c3ccccc3)CC2)cc1=O | 3.8 | -8.1% | -4.5% | 7.8% | 10.4µM* | -0.9% | -5.1
COC(=O)c1cc(NC(=O)Cc2cc(OC)c(OC)c(OC)c2)cc(C(=O)OC)c1 | 0.8 | -1.5% | -9.5% | -5.0% | u | 7.5% | -6.9
C/C(CC(=O)NC(C)(C)C)=N\NC(=O)c1ccco1 | 40.4* | -2.5% | -17.4% | 1.2% | 5.6% | -1.8% | 70.6*
Cc1ccc(-c2nnc(-c3ccccc3)o2)cc1 | 48.9* | u | 476.6%[activator] | 13.9% | u | -4.7% | 48.8*
CCOc1ccc(N2CC(C(=O)NCc3cccc(C)c3)CC2=O)cc1 (stereo unspecified) | 6.8 | 11.3% | 38.1%[activator] | -11.6% | 25.9% | -30.4% | -8.6
COc1ccc(CNc2nc(NCc3ccc(OC)c(OC)c3)n(C(=O)c3cccs3)n2)cc1OC | 26.3 | 2.3% | u | u | 7.38µM* | -4.6% | 52.7
COc1ccc(NC(=O)CSc2nc3sc(C)cc3c(=O)n2C)cc1 | -3.5 | -1.4% | -23.6% | -28.9% | 29.6% | -4.5% | -3.0
COc1ccc(/C(C)=N/Nc2nc3ccccc3n3cnnc23)cc1OC | 19.1* | -5.4% | u | u | u | -18.2% | 40.2*
COC(=O)c1cc(C(=O)Nc2cccc(C)n2)cc([N+](=O)[O-])c1 | -2.5 | 2.8% | 34.3%[activator] | -19.1% | 46.6%[activator] | 0.5% | -5.5

Limited to CHX counter and Pf growth 48h (5 entries from above):
Structure	CHX counter	Pf growth 48h
O=C(CS(=O)(=O)c1ccccc1)c1cc2ccccc2oc1=O	32.0*	19.8%
O=C(CCCc1nc2ccccc2s1)Nc1ccc(N2CCOCC2)cc1	10.2	-4.7%
O=C1CCc2cc(S(=O)(=O)Nc3ccc(F)cc3)cc3c2N1CC3	x	26.7%
Cc1ccc(C(=O)Nc2ccc(NC(=O)c3ccc(C)o3)cc2)o1	8.7	-6.9%
CCN(CC)C(=O)COc1coc(CN2CCN(c3ccccc3)CC2)cc1=O	3.8	-4.5%

(list continues)
SMILES | CHX counter | LmPK inhibitor | Pf growth 48h | HCV inhibitor | Pf growth 96h | TbPYK inhibitor | Shiga inhibitor
O=C1CC(c2ccco2)CC(O)=C1C=NCC1CCNCC1 (stereo unspecified) | 2.6 | 0.9% | 26.2% | 17.0% | u | 3.3% | 13.9
COc1cc(CNn2cn[nH]c2=S)cc(Br)c1OCc1ccccc1F | -1.1 | -1.6% | -9.9% | -27.8% | -4.6% | u | -12.9
COC(=O)CCCN=C1SCCN1Cc1ccccc1 | 6.6 | 6.4% | 16.1% | 19.2% | 36.8%[activator] | 7.4% | 25.9
CSC1=C(C#N)C(c2sccc2C)CC(=O)N1 (stereo unspecified) | -2.9 | 2.1% | 7.0% | -17.8% | 41.4%[activator] | 5.1% | -12.5
Cc1ccc(OCC(=O)O/N=C(\N)Cc2ccc([N+](=O)[O-])cc2)cc1C | 1.0 | 5.5% | u | 3.7% | 17.6% | -4.7% | -5.1
CS(=O)(=O)c1ccc(C(=O)NCc2ccccc2F)cc1 | -3.3 | 2.1% | -6.2% | -6.7% | -102.6% | 7.0% | -1.8
CCOc1ccc(N2C(=O)CC(N3CCC(NC(=O)Nc4ccccc4)CC3)C2=O)cc1 (stereo unspecified) | -4.0 | 4.2% | u | 19.8% | u | -10.9% | -24.8
Cn1cccc1Cc1nnc(SCC(=O)NCc2ccco2)n1CCc1ccccc1 | -1.5 | -5.1% | -7.4% | 14.1% | 12.5% | -11.8% | 14.8
CC(/C=C/C=C/c1ccccc1)=N/NC(=O)CNc1ccccc1C | -1.8 | -2.5% | 2.3% | -2.2% | u | -6.5% | -12.4
N/C(Cc1nc(-c2ccc(Br)cc2)cs1)=N\O | 26.3* | 3.3% | 91.4%[activator] | 6.0% | u | 4.9% | 77.7*
COc1ccc(-n2nc(C(=O)NCC(=O)NCCCN3CC(C)CC(C)C3)c3ccccc3c2=O)cc1 (stereo unspecified) | -4.4 | -3.3% | -7.7% | -1.8% | u | -13.5% | -7.4
CS(=O)(=O)N(CC(=O)Nc1ccc(Br)cc1)C1CCCCC1 | -1.4 | 5.5% | 0.0% | -20.1% | 0.0% | 0.8% | -16.1
COc1ccc(-c2oc3c(OC)c(OC)c(OC)c(O)c3c(=O)c2OC)cc1OC | -2.8 | 7.7% | u | 10µM* | 3.29µM* | 1.9% | -15.4
CCN(Cc1nc(-c2ccc(Cl)cc2)no1)CC1CCCO1 (stereo unspecified) | 14.5* | 2.7% | 30.2%[activator] | 1.8% | u | -2.3% | 16.5
CC1=C(C(=O)OCc2ccccc2)C(c2ccc(C#N)cc2)NC(=O)N1CCCC(=O)O (stereo unspecified) | -5.5 | 0.7% | 0.7% | -16.4%[8.37 µM] | -26.4% | -3.6% | -11.2
CCCCCCSc1cc(-c2nc3ccc(Cl)cn3c2NC2CCCCC2)ccc1OC | x | x | -20.6% | 18.7% | u | -2.1% | x
O=C(O)c1ccccc1C(=O)NCCCn1ccnc1 | -0.6 | 4.5% | -3.6% | -0.5% | 4.2% | -7.6% | x
CCOC(=O)c1cc2c(=O)n3cccc(C)c3nc2n(Cc2ccccc2Cl)c1=N | -2.1 | -12.5% | -10.1% | x | x | x | -8.4
C=CCOn1c(=O)c(-c2ccc(Cl)cc2)[n+]([O-])c2ccccc21 | 7.7 | -3.7% | -22.7% | 12.6% | 1.5% | -6.6% | -1.9
COc1cccc(-c2nc(CS(=O)CC(=O)NCCc3ccc(C)cc3)c(C)o2)c1 (stereo unspecified) | -4.4 | 7.5% | -5.0% | -15.8% | 6.2% | 1.7% | -1.6
CC(NC(=O)/C(=C\c1cccc([N+](=O)[O-])c1)NC(=O)c1ccco1)C(=O)O (stereo unspecified) | -3.4 | -2.7% | u | 4.9% | 80.5%[activator] | -9.2% | -7.8
CCOc1ccc(S(=O)(=O)Nc2ccc(S(=O)(=O)Nc3cc(OC)ccc3OC)cc2)cc1 | -3.3 | 9.9% | x | u | -5.2% | -0.8% | -10.4
O=C(C(c1ccccc1)c1ccccc1)N1CCOCC1 | 8.8 | 3.4% | 10.5% | 11.6% | 4.4% | -3.8% | -10.8
CCOC(=O)C1(C(=O)OCC)C(c2ccccc2)CC(O)N1C(C)=O (stereo unspecified) | -5.4 | -1.0% | 2.1% | 2.2% | 9.0% | 2.9% | 29.7
COc1cc(NS(=O)(=O)c2ccc(NC(=O)/C=C/C(=O)O)cc2)nc(OC)n1 | -1.1 | -4.6% | -4.9% | -2.6% | 0.0% | 3.0% | -5.5
N#Cc1cccc(NC(=O)CSc2sc3c(O)cc(=O)[nH]c3c2C#N)c1 | -3.5 | -9.1% | 12.9% | 12.5% | 6.1% | -9.3% | -3.9
COc1ccc(NC(=O)CSc2nnc(CCC(=O)Nc3ccc(C)c(Cl)c3)n2C)cc1 | 9.6 | 1.9% | u | -23.2% | -5.7% | -1.7% | -14.3
CN(CC(=O)Nc1ccc(F)cc1)C(=O)COC(=O)C1CCN(c2ccc(C(F)(F)F)cn2)CC1 | x | x | -8.8% | 11.9% | 9.3% | -6.6% | x
C=CCn1c(CC(C)(C)C)nc2ccccc21 | -1.3 | 0.6% | -20.1% | 5.2% | 20.9% | -2.4% | 12.6
CC(C)c1cccc(C(C)C)c1NC(=O)COC(=O)c1ccc(OCC(=O)Nc2cccc(C(F)(F)F)c2)cc1 | -3.4 | 0.3% | u | 30.0%&1.0% | u | 4.1% | -6.2
COc1ccccc1N=Nc1c(C)n[nH]c1C | -6.5 | -0.5% | 9.8% | u | -8.1% | -6.0% | 6.1
O=C(c1c(F)cccc1F)N1CCN(S(=O)(=O)c2ccc3c(c2)OCCO3)CC1 | 13.2 | x | 6.3% | x | -5.5% | -1.9% | 2.1
